CR mimetic SO: caloric restriction mimetics inhibiting age-related superoxide in yeast; S. cerevisiae aged cells, superoxide DHE fluorescence; hits give low values; superoxide response (% of plate mean), % at 10 µM; 330,000 compounds, 0.18% hits; AID 2690;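 active = superoxide response under a set limit, about three screen SD below normal, cut at about 65% in these data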;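 also: yeast aged for seven days with compound at 30 °C before DHE staining; 100% = average MFI of all compound-treated wells on the plate with controls excluded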
MEX-5 binding: C. elegans MEX-5 TCR-2 RNA binding activity; Q9XUB2; AID 1832; activity score (negative = inhibition of binding), % at 10 µM; 300,000 compounds, 0.38% hits; MEX-5/FITC-TCR2 RNA binding, fluorescence polarization; hits give low values;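 active = inhibition past about -25% in most replicates, and total fluorescence under double the plate's negative control median, limit read from the data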;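 also: 0% = DMSO and -100% = 5 µM competing unlabeled TCR2 RNA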
Bcl-xL primary: inhibitors of human Bcl-xL; Q07817; GST-Bcl-xL / FITC-Bim BH3 peptide fluorescence polarization; inhibition, % at 10.9 µM; 320,000 compounds, 0.7% hits; AID 2129;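 active = inhibition above the mean of all tested compounds plus 3 SD, cutoff set per campaign, cut at about 30% in these data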;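 also: 0% = DMSO wells and 100% = unlabeled Bim-BH3 peptide competitor; inhibitors lower millipolarization by displacing the labeled peptide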
Target sequence (Q07817 whole entry, looked up): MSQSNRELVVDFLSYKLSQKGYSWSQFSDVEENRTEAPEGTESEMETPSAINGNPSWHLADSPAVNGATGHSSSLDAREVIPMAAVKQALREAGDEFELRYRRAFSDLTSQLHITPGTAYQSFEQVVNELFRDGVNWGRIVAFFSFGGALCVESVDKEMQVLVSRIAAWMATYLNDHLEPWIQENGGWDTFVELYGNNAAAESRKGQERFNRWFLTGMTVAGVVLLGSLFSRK
EBNA-1 inh: blocks EBNA-1 binding to DNA; EBNA-1 DNA binding, fluorescence polarization; inhibition, % at 14.8 µM; 300,000 compounds, 0.34% hits; in the data active = inhibition above about 28%
Fam108B inh: blocks mouse Fam108B hydrolase in RBBP9 counter-screen | recombinant Fam108B, FP-Rh probe fluorescence polarization | inhibition, % at 9.51 µM | 300,000 compounds, 0.33% hits | AID 1947;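 active = inhibition above the screen mean inhibition plus 3 SD, computed separately per campaign, cut at about 18% in these data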;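 also: inhibitors lower polarization as less probe binds the enzyme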
MCL1-BIM inh: disrupts human MCL1 binding to BIM-BH3 peptide. 320,000 compounds, 0.68% hits. Q07820. GST-MCL1 / FITC-Bim-BH3 fluorescence polarization. inhibition, % at 10.9 µM;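 active = inhibition above the mean inhibition of all tested compounds plus 3 SD, set per campaign, cut at about 40% in these data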;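 also: 0% = DMSO wells and 100% = unlabeled Bim-BH3 peptide control; higher means more loss of mP so more displacement of Bim peptide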
Target sequence (Q07820 whole entry, looked up): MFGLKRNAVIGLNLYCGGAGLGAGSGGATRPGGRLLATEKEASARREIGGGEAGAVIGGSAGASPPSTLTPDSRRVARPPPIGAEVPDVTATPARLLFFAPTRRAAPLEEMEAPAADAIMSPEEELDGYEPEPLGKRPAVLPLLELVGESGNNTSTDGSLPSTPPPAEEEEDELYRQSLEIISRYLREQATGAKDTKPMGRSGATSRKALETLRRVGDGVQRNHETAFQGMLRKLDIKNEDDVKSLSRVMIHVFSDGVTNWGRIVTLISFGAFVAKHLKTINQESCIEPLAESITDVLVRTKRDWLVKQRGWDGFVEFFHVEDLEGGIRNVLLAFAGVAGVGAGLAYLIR
GLD-1 RNA inh: GLD-1-TGE RNA interaction inhibition (C. elegans); purified GLD-1 + fluorescein TGE RNA, fluorescence polarization; inhibition, % at 5.96 µM; 320,000 compounds, 0.44% hits;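 active = percent inhibition above a per-plate cutoff, the plate mean of test compounds plus 3 SD, cut at about 30% in these data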;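 also: 0% = DMSO wells with GLD-1 and probe and 100% = wells lacking GLD-1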
Efflux pump inh: inhibitors of Candida antifungal efflux pumps expressed in yeast; inhibition, % at 10 µM; AID 485275; S. cerevisiae Candida pump triplex, Nile Red efflux; 330,000 compounds, 0.44% hits;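 active = plate passing quality check with inhibition over a set limit, or well fluorescence over plate mean plus 4 SD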;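 also: Nile Red retained in pooled yeast measured as flow cytometry median fluorescence; 0% = buffer negative control and 100% = Enniatin B positive control; higher means more Nile Red kept so more efflux inhibition; some compounds called inactive have numbers as strong as hits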
ZTA counter: counter-screen for EBNA-1 inhibitors: inhibitors of Epstein-Barr virus ZTA | 320,000 compounds, 0.15% hits | inhibition, % at 11 µM | P03206 | ZTA-DNA binding, fluorescence polarization; in the data active = inhibition above about 33%
Target sequence (P03206 whole entry, looked up): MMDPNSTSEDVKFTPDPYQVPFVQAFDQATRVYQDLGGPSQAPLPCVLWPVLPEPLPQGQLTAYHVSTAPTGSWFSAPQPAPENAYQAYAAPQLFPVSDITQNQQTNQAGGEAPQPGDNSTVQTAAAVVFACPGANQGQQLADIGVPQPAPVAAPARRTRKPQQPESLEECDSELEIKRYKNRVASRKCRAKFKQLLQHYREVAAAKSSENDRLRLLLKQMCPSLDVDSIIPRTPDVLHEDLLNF
* = called active by the depositor; x = not tested or not shown; & = joins results of further samples.

1	COc1cccc(-c2nnc(N(C)C(=O)C3CCOC3)s2)c1 (stereo not drawn)
2	Cc1ccc([N+](=O)[O-])cc1NC(=O)/C=C/C(=O)O
3	O=C1NC(=S)N/C1=C\c1ccc(Oc2ccc(C(F)(F)F)cc2[N+](=O)[O-])c(Cl)c1
4	COc1ccc(C2C(C#N)=C(N)Oc3n[nH]c(C)c32)cc1CN1CCN(c2ccc(F)cc2)CC1 (stereo not drawn)
5	S=c1[nH]nc(-c2ccc3ccccc3n2)n1-c1ccccc1
6	Cc1ccccc1NC(=O)c1ccc([N+](=O)[O-])o1
7	Cc1ccc(C(=O)NNC(=O)Cc2csc(-c3csc(C)n3)n2)cc1
8	Cc1ccc(C2=CC(c3ccccc3)n3ncnc3N2)cc1 (stereo not drawn)
9	CCOC(=O)c1c(NC(=O)C(=O)N/N=C/c2ccc(OCC)cc2)sc2c1CCCCC2
10	Cc1ccc(-c2nnn(CC(=O)Nc3ccc(S(=O)(=O)N4CCC(C)CC4)cc3)n2)cc1

assay / entry,1,2,3,4,5,6,7,8,9,10
CR mimetic SO,104,94,106,72,105,100,99,96,105,125
MEX-5 binding,0.3,1.4,0.6,-2.4,1.0,-3.3,-0.4,-0.2,-0.9,1.9
Bcl-xL primary,0,10,4,1,-14,0,0,16,8,2
EBNA-1 inh,11,-11,-4,-13,9,2,-1,-1,-2,11
Fam108B inh,-2,-1,3,5,-1,3,1,1,-4,-41
MCL1-BIM inh,-3,12,0,8,-21,7,9,14,9,2
GLD-1 RNA inh,-4,-3,-1,4,3,4,3,8,-3,-9
Efflux pump inh,0.1,0.0,0.1,0.0,-0.1,0.0,-0.1,-0.2,-0.7,-0.2
ZTA counter,4,-9,8,-2,11,-10,7,3,9,12

11	COc1ccc(COCC(O)CN2CCOCC2)cc1OC (stereo not drawn)
12	O=C(CSCCO)Nc1cccc(C(F)(F)F)c1
13	O=C(C=C1CCN(c2ncc(C(F)(F)F)cc2Cl)CC1)NNC(=O)Nc1ccccc1
14	CCOc1ccccc1NC(=O)CN1CCC(C(=O)c2ccc(F)cc2)CC1
15	Cc1cccc(C)c1OCc1cc(C(=O)NCC2CC2)no1
16	Cn1nnnc1SCC(=O)Nc1ccc(N2CCOCC2)cc1
17	C/C(CC(=O)Nc1ccccn1)=N\NC(=O)c1ccccc1
18	Cc1cccc(NC(=O)N2C3CCCC2CC(NC(=O)C2CC2)C3)c1 (stereo not drawn)
19	CCCCCCn1c(N2CCN(c3ccccc3)CC2)nc2c1c(=O)n(C)c(=O)n2C
20	CCn1nc(C)c(NC(=O)c2cnn3c(C(F)F)cc(-c4ccccc4)nc23)c1C

assay / entry,11,12,13,14,15,16,17,18,19,20
CR mimetic SO,101,106,95,86,106,102,130,100,110,103
MEX-5 binding,-1.0,2.0,0.1,-2.5,-0.6,-0.1,1.6,-0.8,-0.5,1.6
Bcl-xL primary,5,3,3,1,-1,4,-6,0,3,9
EBNA-1 inh,-2,8,10,6,11,0,1,-6,4,-12
Fam108B inh,5,-2,-4,0,-2,3,-1,1,2,-1
MCL1-BIM inh,1,4,4,-5,0,3,-14,-2,-2,4
GLD-1 RNA inh,7,8,2,7,-1,5,-5,-6,12,0
Efflux pump inh,0.0,0.0,-0.3,-0.1,0.1,0.1,0.1,-0.9,-0.2,1.1
ZTA counter,8,9,11,20,18,-1,2,4,-7,12

21	O=C(NCCOc1ccccc1F)c1ccc2c(=O)n3c(nc2c1)CCC3
22	CC(=O)N1CCc2cc(S(=O)(=O)Nc3cccc(C(F)(F)F)c3)ccc21
23	Cc1ccc(S(=O)(=O)N2CCCC2CO)cc1 (stereo not drawn)
24	O=C(NN1C(=O)C2C3C=CC(O3)C2C1=O)c1cccc(Br)c1 (stereo not drawn)
25	CCCCN1C(=O)C2NN=C(C(=O)OC)C2C1=O (stereo not drawn)
26	Cc1ccc(SCCNC(=S)Nc2ccc(C)c(C)c2)cc1
27	O=C(Cn1ncc2c(=O)oc3ccccc3c21)N1CCC(N2CCCCC2)CC1
28	COc1ccc(N2CC(C(=O)Nc3nccs3)CC2=O)cc1 (stereo not drawn)
29	CCOc1ccc(Cl)cc1C1=CC(=O)C[C@H](c2ccc(OC)cc2)C1
30	O=C(OCCOc1ccccc1)c1n[nH]c2ccccc12

assay / entry,21,22,23,24,25,26,27,28,29,30
CR mimetic SO,116,87,104,92,135,95,75,107,89,112
MEX-5 binding,x,1.3,1.4,0.8,0.2,0.0,-0.6,-0.1,x,1.6
Bcl-xL primary,6,1,6,8,4,10,2,4,4,1
EBNA-1 inh,x,-4,0,-5,1,1,-3,3,x,-3
Fam108B inh,x,-5,-1,4,-2,-12,-6,0,x,-3
MCL1-BIM inh,8,-1,7,10,6,11,4,-4,-1,-1
GLD-1 RNA inh,0,2,7,1,-8,1,7,1,1,9
Efflux pump inh,0.0,-0.2,0.1,0.1,0.0,0.5,-0.2,0.0,0.0,0.0
ZTA counter,8,-3,-4,-3,19,0,-2,8,-4,-18

31	O=C(Nc1nc2ccccc2n1CCN1CCCCC1)C1CCCCC1
32	COc1ccc(-c2cc(C)no2)cc1S(=O)(=O)N1CC(=O)Nc2ccccc21
33	CCOC(=O)c1ccc(NC(=O)Cn2nnc3ccccc32)cc1
34	O=S(=O)(Nc1ccccc1)c1cccc2nonc12
35	COc1ccc(C(NC(C)=O)c2c(O)ccc3ccccc23)cc1OC (stereo not drawn)
36	O=C1C[C@@H]2c3c(cccc3CN1Cc1ccc(F)cc1)C[C@@H](O)[C@H]2O
37	CN(C(=O)COC(=O)CCC(=O)c1ccccc1)c1c(N)n(Cc2ccccc2)c(=O)[nH]c1=O
38	Cc1ccc(C(=O)COC(=O)c2cccc([N+](=O)[O-])c2)s1
39	CC(OC(=O)c1ccc(Cl)c(S(=O)(=O)N2CCCC2)c1)C(=O)NC1CCCCC1C (stereo not drawn)
40	CC1CC(CC(=O)Nc2nc(-c3ccccc3)cs2)C(=O)O1 (stereo not drawn)

assay / entry,31,32,33,34,35,36,37,38,39,40
CR mimetic SO,94,87,90,96,95,98,106,80,x,117
MEX-5 binding,1.0,12,-0.2,1.7,2.5,x,-2.4,x,-3.1,0.1
Bcl-xL primary,-1,2,0,3,5,1,-12,5,-1,3
EBNA-1 inh,-2,-6,7,8,10,x,-1,x,-12,4
Fam108B inh,-5,-3,0,0,5,x,-1,x,-4,0
MCL1-BIM inh,-3,-7,0,6,6,0,-22,4,-7,3
GLD-1 RNA inh,-4,-23,0,2,-5,1,1,-1,5,16
Efflux pump inh,-0.1,-0.1,-0.2,-0.2,0.0,0.0,0.0,-0.4,0.0,-0.2
ZTA counter,1,-3,-12,-14,0,-19,-16,-17,-11,4

Some of these compounds in order of length of the SMILES, smallest number first:
34	O=S(=O)(Nc1ccccc1)c1cccc2nonc12
33	CCOC(=O)c1ccc(NC(=O)Cn2nnc3ccccc32)cc1
40	CC1CC(CC(=O)Nc2nc(-c3ccccc3)cs2)C(=O)O1 (stereo not drawn)
35	COc1ccc(C(NC(C)=O)c2c(O)ccc3ccccc23)cc1OC (stereo not drawn)
39	CC(OC(=O)c1ccc(Cl)c(S(=O)(=O)N2CCCC2)c1)C(=O)NC1CCCCC1C (stereo not drawn)

assay / entry,34,33,40,35,39
CR mimetic SO,96,90,117,95,x
MEX-5 binding,1.7,-0.2,0.1,2.5,-3.1
Bcl-xL primary,3,0,3,5,-1
EBNA-1 inh,8,7,4,10,-12
Fam108B inh,0,0,0,5,-4
MCL1-BIM inh,6,0,3,6,-7
GLD-1 RNA inh,2,0,16,-5,5
Efflux pump inh,-0.2,-0.2,-0.2,0.0,0.0
ZTA counter,-14,-12,4,0,-11

(further entries)
41	COc1ccc(C2=NN(C(=O)CSc3nnc(C)n3C)C(c3ccco3)C2)cc1 (stereo not drawn)
42	CC(C)Cc1c(O)nc(SCC(=O)N2CCCCCC2)[nH]c1=O
43	COc1ccc(-c2[nH]ncc2Oc2ccccc2OC)c(O)c1
44	COc1ccc(/C(C)=N/NC(=O)c2ccccc2OCc2ccccc2)c(OC)c1
45	COc1ccc(-n2cnc3cc(NCc4ccco4)ccc32)cc1
46	O=C(Cc1ccc(Br)cc1)Nc1ccc(S(=O)(=O)N2CCCC2)cc1
47	CCCCCOc1ccc(C(=O)NC(C(=O)O)C(C)C)cc1 (stereo not drawn)
48	CCN(CCO)Cc1csc2ccccc12
49	CCOc1cc(N2CCOCC2)c(OCC)cc1NC(=O)c1nn(CC)c(=O)c2ccccc12
50	O=C(O)Cc1csc(-c2cccc(Oc3ccccc3)c2)n1

assay / entry,41,42,43,44,45,46,47,48,49,50
CR mimetic SO,108,107,100,102,87,96,85,97,119,123&107
MEX-5 binding,0.6,0.1,-1.5,1.4,0.0,-3.2,0.7,-0.1,x,-1.4&0.3
Bcl-xL primary,-24,4,-2,3,7,10,4,4,-2,8&8
EBNA-1 inh,-5,3,3,-8,13,14,-2,4,x,-6&12
Fam108B inh,-2,0,1,0,2,-2,-2,-1,x,-2&-2
MCL1-BIM inh,-9,0,7,0,2,1,8,6,-4,4&6
GLD-1 RNA inh,7,0,1,8,6,10,3,3,5,6&-3
Efflux pump inh,0.2,-0.1,0.1,0.1,0.0,0.0,0.2,0.0,-0.2,-0.2&-0.1
ZTA counter,-16,6,-4,-3,0,15,8,-6,-5,-17&10

51	c1ccc(CN2CCN(c3nc(NCc4ccco4)c4ccccc4n3)CC2)cc1
52	O=C(CSc1nc2ccc(NC(=O)c3ccccc3C(=O)O)cc2s1)Nc1c(Cl)cccc1Cl
53	COc1ccccc1C(=O)NC(CCSC)C(=O)NNC(=O)c1ccccc1O (stereo not drawn)
54	N#CCSc1nnc(-c2ccccc2O)n1CCc1ccccc1
55	Cc1cc(C)c(C#N)c(SCC(=O)c2ccccc2)n1
56	CC1(C)CC(=O)C2=C(C1)OC(c1cccs1)C(C#N)=C2N (stereo not drawn)
57	COc1ccc(CN=Nc2cc(C)nc(NS(=O)(=O)c3ccccc3Cl)n2)cc1
58	CN1C(=O)/C(=C/c2ccc(OCc3ccccc3F)cc2)N(C)C1=S
59	O=C(O)C1CC(O)CN1C(=S)Nc1ccccc1 (stereo not drawn)
60	Cc1ccc2cc(CN(CC3CCCO3)C(=O)NC3CCCCC3)c(=O)[nH]c2c1C (stereo not drawn)

assay / entry,51,52,53,54,55,56,57,58,59,60
CR mimetic SO,100,107,64*,112,87,97,99,116,96,81
MEX-5 binding,x,-5.1,x,0.4,-2.7,-0.6,1.6,0.5,0.4,0.0
Bcl-xL primary,5,2,4,-4,4,0,5,0,8,3
EBNA-1 inh,3,-13,x,-10,-1,-1,-8,4,-2,1
Fam108B inh,0,4,x,3,3,0,-66,-1,-3,-1
MCL1-BIM inh,5,0,8,-3,8,4,-1,0,4,0
GLD-1 RNA inh,3,-8,3,-8,-9,5,8,7,-5,-5
Efflux pump inh,-6.5,-0.1,-0.1,0.0,0.0,0.0,-0.1,0.0,0.0,0.1
ZTA counter,-4,9,11,-9,-16,-18,-8,17,13,1

61	c1ccc2c(c1)C(=NC1CCCCC1)NC2=NC1CCCCC1
62	COc1nc(NCCO)nc(Nc2cc(Cl)ccc2OC)n1
63	COc1cccc(N2CCN(C(=O)c3cccnc3)CC2)c1
64	Clc1ccc(Cl)c2sc(N3CCCC3)nc12

assay / entry,61,62,63,64
CR mimetic SO,100,98,108,116
MEX-5 binding,-1.3,0.3,0.4,-0.7
Bcl-xL primary,0,3,2,-7
EBNA-1 inh,-7,-3,-3,8
Fam108B inh,-7,9,-3,-1
MCL1-BIM inh,0,4,5,-3
GLD-1 RNA inh,-4,7,5,-1
Efflux pump inh,0.3,0.0,0.2,0.1
ZTA counter,-21,-13,-6,6

Screening data (PubChem)
